# Hep lipid drop – inhibitors of hepatocyte lipid droplet formation, primary screen, imaging, high-throughput imaging, BODIPY stain | AML12 mouse hepatocytes, oleate lipid droplets | inhibition, % at 6.5 µM | 240,000 compounds, 0.4% hits;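 active = lipid droplet intensity inhibited by at least 50%, with more than 500 cells counted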
#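 Technique: fluorescence imaging, 20x objective, two fields per well / Assay system: AML12 hepatocytes (mouse) / Measure: % inhibition of lipid droplet signal / Doses: 6.5 µM single-point dosing / Incubation: overnight exposure / Reagent: 100 µM oleic acid challenge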
# Dynein transport – inhibitors of GR-EGFP nuclear translocation, primary screen, dynein cargo transport inhibitor project, imaging, high-content, 3617.4 mouse cells. test concentration mostly 20 µM; stimulated with dexamethasone, 1 µM; hits give low values. z-score, hits read low. 220,000 compounds, 0.47% hits;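 active = plate z-score of nuclear minus cytoplasmic receptor signal below a set negative limit, without overly bright fluorescence or cell loss, cut at about -3.5 in these data, passing the limit was not always enough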;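 note: z-score of nuclear minus cytoplasmic ring GR-EGFP intensity difference per well; some compounds called inactive have numbers as strong as hits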
#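 medium = tetracycline-free induction medium containing charcoal-stripped FBS | also added = 1.0 µM final dexamethasone stimulus | schedule = 48 h induction, 1 h compound, 30 min dex at 37 °C | technique = fixed, Hoechst-stained cells imaged at 10x for EGFP | measure = GR-EGFP nuclear translocation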
# bCat nuc transl – modulators of beta-catenin nuclear translocation, primary screen, imaging, HeLa cells, immunofluorescence, high-content. nuclear translocation activity, % at 5 µM. 190,000 compounds, 0.3% hits;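 active = nuclear translocation activity above 50% at 5 µM, with a well cell count of 50 or more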;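 note: per-cell ratio of nuclear to cytoplasmic median beta-catenin stain intensity; plate controls were DMSO negative control for no effect and GSK-3 inhibitor IX positive control for full effect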
#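 Test system: human HeLa cells, endogenous beta-catenin. Times: 24 h compound exposure, 37°C. Measured by: beta-catenin immunofluorescence imaging with DAPI.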
# Insulin prom up – insulin promoter activators in MIN6 cells, imaging, high-content screening, mouse beta cells | z-score at 5 µM | MIN6 insulin promoter-GFP reporter; hits give high values | AID 1625, 2009 | 190,000 compounds, 0.3% hits;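 active = z-score above 3 at 5 µM with at least 500 cells counted in the well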
# Autophagy HCS – autophagy modulators in MEF cells, primary screen, imaging, high-content, MEF GFP-LC3 | calls only at 10 µM (by protocol) | 190,000 compounds, 0.98% hits | AID 463193, 2010 | MEF GFP-LC3 puncta imaging; test concentration mostly 10 µM;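 active = percentage of spot-positive cells more than 3 SD above its plate mean, without a fluorescence outlier flag or 80% toxicity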;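 note: spot-positive cell cutoff set from DMSO-treated cells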
# MT stabilizer – microtubule stabilizers in HeLa cells, primary screen, imaging, high-content imaging | HeLa tubulin immunostaining HCS, 24 h; share of cells brighter than vehicle mean+2SD | 200,000 compounds, 0.83% hits | % tubulin-high responders, % at 10 µM | AID 2205, 2009;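 active = plate Z-score above 3 for both tubulin-high and condensed-nucleus cell shares, with cell loss under 80%, at 10 µM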;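 note: anti alpha tubulin signal scored within the nucleus-defined area of each cell; some results filed as inactive read as strong as hits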
# NOD2 inhibition – NOD2 signaling inhibitors, cell-based, luminescence, uHTS, HEK293 (AID 1566) | 290,000 compounds, 0.63% hits | HEK293 NOD2/NF-kB luciferase reporter, luminescence; higher % means a stronger effect | inhibition, % at 4 µM; hits with a dose series show EC50 in µM; in the data active = inhibition above about 50%; note: many of its hits are not listed in these tables
# WT yeast gro inh – growth inhibition of WT strain, primary screen, mitochondrial fusion inhibitor project, WT and mutant strains, chemical genetic; mitochondrial fusion phenotypic screen; inhibition, % at 10 µM; 190,000 compounds, 2.1% hits; in the data active = inhibition above about 58%; tested in S. cerevisiae
# Yfh1-depleted yeast – enhancers of respiration in Yfh1-depleted yeast, dose response, Friedreich's ataxia, plus single-dose screen (AID 1465); 220,000 compounds, 0.074% hits; S. cerevisiae Yfh1-off respiration, WST-1 reduction, 72 h; higher fold induction means a stronger effect; one-dose fold induction at 50 µM; EC50 in µM for titrated hits;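 active = fold induction of absorbance versus untreated yeast above a set limit, then at least 30% activation at any dose in follow-up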;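 note: activators that raise dye reduction in frataxin-depleted yeast; strong numbers were not always called active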
# WT yeast gro inh mutant strain – also measured in WT yeast gro inh; calls as there; inhibition, %; mitochondrial fusion phenotypic screen, mutant strain inhibition
# Dynein transport cytoplasmic EGFP – second read-out of Dynein transport, no call of its own (marks repeat the call); z-score; measured here: cytoplasmic GR-EGFP intensity; hits give high values
# Dynein transport nuclear GR-EGFP – further read-out of Dynein transport, marked with its call; z-score; measured here: nuclear GR-EGFP intensity;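 lower value marks the stronger effect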
# Dynein transport cell count – further read-out of Dynein transport, marked with its call; z-score; measured here: cell count per field
# Insulin prom up cell count – also measured in Insulin prom up; calls as there; cell count; measured here: cytotoxicity, nuclei count;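 total cells summed across four imaged fields per well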
# Hep lipid drop cells 6.5 µM – recorded beside Hep lipid drop, whose call it bears; cell count; measured here: cell count, cytotoxicity flag;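 cells counted across two imaged fields per well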
# bCat nuc transl cell count 5 µM – second read-out of bCat nuc transl, no call of its own (marks repeat the call); cell count; measured here: cell count, cytotoxicity flag
# MT stabilizer Hoechst-high % – recorded beside MT stabilizer, whose call it bears; % Hoechst-high responders; measured here: nuclear condensation Hoechst responders;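 share of cells brighter than vehicle mean plus two SD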
# MT stabilizer cytotoxicity % – also measured in MT stabilizer; calls as there; toxicity, %; measured here: cytotoxicity by cell density;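 0% = mean cell density of plate MIN control wells and 100% = no cells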
# Autophagy HCS cell loss 18 h – also measured in Autophagy HCS; calls as there; toxicity, %; measured here: cell loss, nuclei count;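 cell loss after 18 h compound exposure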
# An asterisk follows results filed as active; i = inactive; x = not tested or not shown; & = joins results of further samples. These rows are one share of the data; rates above refer to the full screens.
nr	SMILES	Autophagy HCS cell loss 18 h	bCat nuc transl	WT yeast gro inh	Hep lipid drop	Dynein transport cytoplasmic EGFP	Hep lipid drop cells 6.5 µM	bCat nuc transl cell count 5 µM	Yfh1-depleted yeast	Dynein transport nuclear GR-EGFP	Insulin prom up cell count	Dynein transport	WT yeast gro inh mutant strain	Insulin prom up	Dynein transport cell count	MT stabilizer	MT stabilizer cytotoxicity %	Autophagy HCS	MT stabilizer Hoechst-high %	NOD2 inhibition
1	Nc1[nH]c(=O)ncc1F	10	-3.8	-6&-5	10&-2	-0.17	789&742	1211	i	-0.026	1461	-1.2	4&6	-0.09	0.85	3.3	10	i	2.8	-14%&9%
2	COc1ccc(Nc2oc(COc3ccc(C)cc3)nc2C#N)cc1	-3	-2.6	27	-4	-0.28	748	1175	i	0.031	899	-0.4	-2	-0.44	2.4	2.4	8.0	i	3.7	10%
3	CCCCCCC(=O)N(O)C1CC(=O)N(c2ccccc2)C1=O (stereo not drawn)	2	-2.9	21	x	-0.26	x	1214	i	0.25	1226	-0.14	16	0.29	-0.37	5.4	3.5	i	3.1	-28%
4	Cc1nc2c(c(C)nn2-c2ccccc2)c(C)c1CCC(=O)Nc1ccc(CN2CCCC2)cc1	x	2.8	x	1	0.26	661	1195	i	1.9	1119	2.8	x	0.32	-1.4	x	x	x	x	17%
5	Cc1ccc(NC(=O)CCn2cnc3ccccc3c2=O)c(C)c1	0	1.6	-6	14	-0.17	775	943	i	-0.16	1650	-0.46	-4	0.51	-0.18	3.3	8.5	i	1.6	-16%
6	O=C(Nc1cc(C(F)(F)F)ccc1Cl)c1cc2nc3c(c(C(F)(F)F)n2n1)CCCC3	-42	0.5	15	-6	0.48	773	1165	i	-1.2	898	-2	10	0.01	0.42	1.8	4.5	i	2.5	20%
7	CNC(=O)CSc1nnc(-c2cccnc2)n1CCc1ccccc1	20	0.4	10	6	-0.16	773	984	i	-0.54	840	-0.85	68	1.3	-0.23	3.0	5.1	i	1.3	15%
8	COc1ccc(-c2nc(Cn3c(SCc4ccccc4F)nc4ccncc43)c(C)o2)cc1	13	x	15	x	-0.23	x	x	i	0.047	999	0.034	9	0.1	0.46	6.0	8.2	i	1.0	-24%
9	COC(=O)c1c(NC(NC(=O)C(C)C)C(Cl)(Cl)Cl)sc2c1CCCC2 (stereo not drawn)	-11	1.2	77*	-13	-0.31	489	959	i	-0.34	1272	-0.14	59*	-0.23	0.38	4.2	6.4	i	2.5	-6%
10	COC(=O)c1ccc(N2C(=O)CC(N3CCN(c4ccccc4)CC3)C2=O)cc1 (stereo not drawn)	18	x	x	x	-0.22	x	x	i	0.51	x	1.3	x	x	0.39	2.4	5.2	i	2.3	x
11	CC1=C(C)C(OCCBr)N(c2cc(O)c(Cl)cc2F)C1=O (stereo not drawn)	x	0.4	x	-18	-0.24	702	1348	i	-0.33	1051	-0.52	x	0.25	0.86	x	x	x	x	-11%
12	Cc1ccc(S(=O)(=O)N(C)Cc2nc(-c3ccncc3)no2)cc1	4	0.7	2	-2	-0.27	673	1097	i	-0.51	x	-0.63	-10	x	0.33	2.5	28	i	0.6	0%
13	COc1cc2c(cc1OC)CN(C(=O)CSc1nc(C)cc(C)c1C#N)CC2	8	-0.3	-14	6	-0.19	723	1043	i	-0.42	1110	-1.4	-9	-0.47	0.19	2.0	8.9	i	2.0	20%
14	CCn1c(=O)n(CC(=O)NCc2ccco2)c(=O)c2ccccc21	3	0.3	-13	x	-0.44	x	1394	i	-0.41	1513	-0.74	-3	0.15	0.61	2.7	0.9	i	1.8	15%
15	O=S(=O)(c1ccc(NC(=S)NN=C(C2CC2)C2CC2)cc1)N1CCOCC1	x	1.8	x	-25	-0.24	678	1110	i	0.19	1363	0.88	x	0.31	0.12	x	x	x	x	0%

# Record cards, from the list above. Screens in order: Autophagy HCS cell loss 18 h	bCat nuc transl	WT yeast gro inh	Hep lipid drop	Dynein transport cytoplasmic EGFP	Hep lipid drop cells 6.5 µM	bCat nuc transl cell count 5 µM	Yfh1-depleted yeast	Dynein transport nuclear GR-EGFP	Insulin prom up cell count	Dynein transport	WT yeast gro inh mutant strain	Insulin prom up	Dynein transport cell count	MT stabilizer	MT stabilizer cytotoxicity %	Autophagy HCS	MT stabilizer Hoechst-high %	NOD2 inhibition
# CNC(=O)CSc1nnc(-c2cccnc2)n1CCc1ccccc1 is entered as 20	0.4	10	6	-0.16	773	984	i	-0.54	840	-0.85	68	1.3	-0.23	3.0	5.1	i	1.3	15%
# Cc1ccc(NC(=O)CCn2cnc3ccccc3c2=O)c(C)c1 is entered as 0	1.6	-6	14	-0.17	775	943	i	-0.16	1650	-0.46	-4	0.51	-0.18	3.3	8.5	i	1.6	-16%
# COc1ccc(-c2nc(Cn3c(SCc4ccccc4F)nc4ccncc43)c(C)o2)cc1 is entered as 13	x	15	x	-0.23	x	x	i	0.047	999	0.034	9	0.1	0.46	6.0	8.2	i	1.0	-24%

# New compounds follow.
nr	SMILES	Autophagy HCS cell loss 18 h	bCat nuc transl	WT yeast gro inh	Hep lipid drop	Dynein transport cytoplasmic EGFP	Hep lipid drop cells 6.5 µM	bCat nuc transl cell count 5 µM	Yfh1-depleted yeast	Dynein transport nuclear GR-EGFP	Insulin prom up cell count	Dynein transport	WT yeast gro inh mutant strain	Insulin prom up	Dynein transport cell count	MT stabilizer	MT stabilizer cytotoxicity %	Autophagy HCS	MT stabilizer Hoechst-high %	NOD2 inhibition
16	Cc1ccc(-c2nc(N/N=C/c3cccnc3)c3ccccc3n2)cc1	3	x	31	-12	-0.29	734	x	i	-0.045	981	0.23	42	0.82	0.009	2.1	18	i	1.4	-107%
17	COc1ccc(CCNC(=O)CN2CCC(C(N)=O)CC2)cc1	-12	-4.7	-3	x	-0.18	x	811	i	0.04	1191	0.055	-5	1.2	0.54	0.7	6.0	i	2.1	-16%
18	CC(=O)Cc1nsc(NC(=O)c2ccccc2)n1	-5	x	-6	x	-0.2	x	x	i	-0.11	1244	-0.54	-23	0.76	0.84	1.5	6.5	i	1.6	7%
19	O=C(CCCCCn1nnc2ccccc2c1=O)N[C@H](C(=O)O)c1ccccc1	x	0.0	x	1	-0.2	723	1347	i	0.091	1112	0.15	x	-0.17	-0.54	x	x	x	x	16%
20	Cc1ccc(C(=O)Nc2ccc(C(=O)N3CCCCC3C)cc2)cc1 (stereo not drawn)	2	-3.1	8	8	-0.36	673	1029	i	0.17	1608	-0.84	6	-0.08	0.48	2.6	13	i	1.9	21%
21	O=C(NCC(=O)N(Cc1ccco1)C(C(=O)NC1CCCCC1)c1cccnc1)c1ccco1 (stereo not drawn)	7	0.9	4	0	-0.15	767	1165	i	-0.15	1187	-0.67	-16	0.71	-0.11	6.4	3.9	i	2.6	-7%
22	NC(=O)[C@@H]1CCCN1Cc1nc(Cc2ccccc2F)no1	-26	1.7	3	8	-0.29	715	979	i	0.33	1408	0.43	19	-0.19	-0.45	4.5	2.3	i	1.7	10%
23	Cc1sc2ncn(CC(=O)Nc3ccccc3F)c(=O)c2c1-c1ccccc1	22	-0.6	4	-2	-0.22	675	1018	i	-0.014	1246	-0.15	-24	-0.36	0.38	4.3	7.3	i	2.8	-13%
24	CCOc1ccc(-c2nc(C#N)c(N3CCOCC3)o2)cc1	-3	-2.5	-8	x	-0.31	x	1180	i	-0.31	829	-0.51	0	-0.37	0.74	4.4	6.9	i	3.0	-1%
25	COc1ccc(NC(=S)NCCCCCC(=O)C[N+](=O)[O-])cc1	-12	1.0	12	30	-0.26	743	1082	i	0.3	1257	0.11	-11	0.69	-0.34	2.7	9.4	i	4.3	-10%
26	O=C(O)c1ccc(N/N=C/c2ccc3c(c2)OCO3)cc1	1	-1.9	47	-7	-0.29	700	1074	i	-0.68	1473	-0.99	44	0.84	1.4	1.8	6.6	i	2.0	67%*
27	CC(=O)[C@@H]1[C@@H]2C(=O)N(c3ccc(F)c(Cl)c3)C(=O)[C@@H]2C2c3ccccc3C=CN21 (stereo partly drawn)	2	-0.2	9	0	0.7	705	1235	i	0.36	895	-0.71	0	1.4	0.93	3.2	13	i	2.2	0%
28	CCc1cc2cc(C(=O)Nc3ccccc3F)sc2s1	0	-1.5	12	2	-0.071	709	1180	i	1.3	1286	1.9	22	0.52	-1.9	1.9	4.1	i	1.4	-146%
29	Cn1c2c(c(=O)n(C)c1=O)[C@@H]1c3c(ccc4ccccc34)OC[C@@H]1CO2	3	-2.1	14	x	-0.2	x	1363	i	0.11	1528	-0.11	-6	-0.46	-0.55	1.2	4.3	i	1.0	-8%
30	Cc1cccc(C2N(c3nccs3)C(=O)C3CCCN32)c1 (stereo not drawn)	11	3.1	-13	x	0.01	x	1445	i	0.058	1471	0.017	2	0.31	0.3	3.5	7.8	i	2.1	17%
31	C[N+]12CCCCC1[C@@H](CO)CCC2 (stereo partly drawn)	x	1.0	x	23	-0.16	664	1314	i	1.8	910	1.8	x	0.26	-1.5	x	x	x	x	6%
32	O=C(NC1CSCC1OC(=O)c1ccccc1)c1ccccc1 (stereo not drawn)	x	0.6	x	-13	-0.69	736	1395	i	0.24	900	0.59	x	0.12	-1.1	x	x	x	x	10%
33	Cc1cccc(C(=O)N(NC(=O)Oc2ccccc2)C(C)(C)C)c1	0	1.8	-7	7	-0.25	725	917	i	-0.18	1329	-0.64	-1	-0.03	0.97	1.9	1.4	i	2.4	12%
34	CCC(=O)Nc1nc2ccccc2n1CCN(C)C	-2	-6.4	10	x	-0.33	x	934	i	-0.47	949	-1.3	15	-1.4	0.96	2.0	8.8	i	2.1	10%
